Autophagy mod: autophagy modulators in MEF cells, primary screen, imaging, high-content, MEF GFP-LC3; 190,000 compounds, 0.98% hits; MEF GFP-LC3 puncta imaging; test concentration mostly 10 µM; calls only at 10 µM (by protocol);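 active = percentage of spot-positive cells more than 3 SD above its plate mean, without a fluorescence outlier flag or 80% toxicity; inconclusive = no clear call, values can overlap the other calls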;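 also: spot-positive cell cutoff set from DMSO-treated cells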
NTR1 ag: agonists of NTR1, primary screen, imaging, U2OS cells, beta-arrestin-GFP, high content (AID 493036) | NTR1-U2OS beta-arrestin-GFP spot imaging, agonist mode | 330,000 compounds, 0.17% hits | activation, % at 20 µM | Neurotensin receptor type 1 (Homo sapiens), P30989;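 active = activation at or above 40% of the spot to cytoplasm intensity ratio, with at least 20 cells analyzed; inconclusive = wells under 20 cells, flagged as cytotoxic or low count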;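 also: 0% = DMSO without peptide and 100% = 100 nM NTR1 peptide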
Target sequence (P30989 whole entry, looked up): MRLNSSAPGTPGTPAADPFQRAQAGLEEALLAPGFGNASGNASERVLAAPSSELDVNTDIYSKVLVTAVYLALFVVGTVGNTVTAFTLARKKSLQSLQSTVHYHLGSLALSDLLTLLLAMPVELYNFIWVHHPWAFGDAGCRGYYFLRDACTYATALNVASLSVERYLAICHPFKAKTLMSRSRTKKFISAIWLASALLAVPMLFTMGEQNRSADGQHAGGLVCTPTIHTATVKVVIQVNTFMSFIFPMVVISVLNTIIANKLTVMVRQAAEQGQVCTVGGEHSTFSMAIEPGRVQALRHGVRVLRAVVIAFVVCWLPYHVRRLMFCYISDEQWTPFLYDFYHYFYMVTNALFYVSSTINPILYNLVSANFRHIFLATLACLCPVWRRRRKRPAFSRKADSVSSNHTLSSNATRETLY
AID2073: inhibitors of Mint1-CaV2.2 protein interaction, biochemical, HTRF (AID 2073); one-dose inhibition, % at 20 µM; IC50 in µM for titrated hits; HTRF protein-protein interaction, Mint1-CaV2.2; higher % means a stronger effect; Voltage-dependent N-type calcium channel subunit alpha-1B (Homo sapiens); 290,000 compounds, 0.19% hits; in the data active = inhibition mostly above about 51%, no sharp cut-off; inconclusive = no clear call, values can overlap the other calls; inactive = mostly below about 53%; also: some results filed as inactive read as strong as hits
GPR35 antagonists: GPR35 antagonists blocking zaprinast-driven arrestin recruitment, primary screen, imaging, U2OS, beta-arrestin-GFP, zaprinast agonist (AID 2058); inhibition, % at 10 µM; hits with a dose series show IC50 in µM; G-protein coupled receptor 35 (Homo sapiens); U2OS GPR35 beta-arrestin-GFP translocation imaging, zaprinast antagonism; higher % means a stronger effect; 290,000 compounds, 0.052% hits;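 active = inhibition of at least 50% with at least 30 cells and total cytoplasm GFP at most 10,000,000; inconclusive = under 30 cells or total GFP of 10,000,000 plus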
WT yeast gro inh: growth inhibition of WT strain, primary screen, mitochondrial fusion inhibitor project, WT and mutant strains, chemical genetic. mitochondrial fusion phenotypic screen. inhibition, % at 10 µM. 190,000 compounds, 2.1% hits; in the data active = inhibition above about 58%; tested in S. cerevisiae
LYP phosphatase: inhibitors of LYP phosphatase, biochemical, fluorescence intensity, uHTS (AID 1779) | recombinant LYP phosphatase, fluorescence intensity; higher % means a stronger effect | 290,000 compounds, 0.054% hits | one-dose inhibition, % at 11.5 µM; IC50 in µM for titrated hits; in the data active = inhibition above about 50%;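 also: plate controls were vehicle with enzyme for no effect and no enzyme for full effect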
RSV CPE inhibition: RSV antiviral activity via CPE protection, HEp-2 cells, primary 10 µM value included (AID 2391). 310,000 compounds, 0.13% hits. HEp-2 cells, RSV-induced CPE inhibition; higher % means a stronger effect. CPE inhibition, % at 10 µM; hits with a dose series show IC50 in µM; in the data active = a potency from the dose series; inconclusive = CPE inhibition mostly from about 23% at the one dose, without a potency; inactive = the rest, 99 in 100 with CPE inhibition below about 21%; also: strong numbers were not always called active
UTI89 phage lysis: inhibition of K1F phage lysis, E. coli UTI89, bacterial capsule biogenesis inhibitors, alamar blue (AID 488966) | E. coli UTI89 K1F phage lysis, alamar blue, 2 h; higher % means a stronger effect | inhibition, % at 100 µM, or IC50 in µM where a hit was titrated | 340,000 compounds, 0.02% hits;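 active = phage lysis inhibition, versus mean bacterial control, above a set limit; inconclusive = no clear call, values can overlap the other calls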;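 also: capsule biogenesis inhibitors block K1F phage lysis so surviving cells raise fluorescence; higher fluorescence means more inhibition of phage lysis; actives were called in the ten point dose series up to 300 µM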
NS5 inhibitors: Dengue-2 NS5 methyltransferase inhibitors, primary screen, biochemical, confirmation dose response (AID 588689) | Genome polyprotein (Dengue virus type 2 (strain 16681-PDK53)) | Dengue-2 NS5 methyltransferase capping enzyme assay, biochemical; higher % means a stronger effect | one-dose inhibition, % at 25 µM; IC50 in µM for titrated hits | 340,000 compounds, 0.3% hits; in the data active = a potency from the dose series; inconclusive = inhibition above about 29% without an active follow-up result
WT yeast gro inh mutant strain: further read-out of WT yeast gro inh, marked with its call; inhibition, %; mitochondrial fusion phenotypic screen, mutant strain inhibition
Autophagy mod cell loss 18 h: second read-out of Autophagy mod, no call of its own (marks repeat the call); toxicity, %; measured here: cell loss, nuclei count;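 cell loss after 18 h compound exposure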
NTR1 ag cell count 20 µM: second read-out of NTR1 ag, no call of its own (marks repeat the call); cell count; measured here: cell count, cytotoxicity flag
NS5 inhibitors pilot replicate: second read-out of NS5 inhibitors, no call of its own (marks repeat the call); inhibition, %; measured here: pilot screen replicate inhibition
Active calls of the source: *; i = inactive; ? = inconclusive; · = not tested or not shown; [ ] = remark or other dose. The order is random; overall some 2.6% were active at least once.

SMILES	Autophagy mod	Autophagy mod cell loss 18 h	NTR1 ag	NTR1 ag cell count 20 µM	AID2073	GPR35 antagonists	WT yeast gro inh	WT yeast gro inh mutant strain	LYP phosphatase	RSV CPE inhibition	UTI89 phage lysis	NS5 inhibitors	others
COCCN(Cc1ccccc1)C(=S)Nc1ccc(Cl)cc1	i	-2	2.2	37	-10%	1%	50	-7	-1%	6.0%	-1.1%	-5%
CC(C(=O)OCC(=O)Nc1cccc(S(=O)(=O)N(C)C)c1)N1C(=O)c2ccccc2C1=O (centres undefined)	i	-7	3.5	59	6%	-3%	-14	-2	-5%	3.1%	0.3%	-1%
CCN(CC(=O)NC1CCCC1)S(=O)(=O)c1ccc(Br)cc1	·	·	3.3	48	5%	1%	·	·	0%	1.3%	0.0%	-2%
CCOc1ccc(Nc2nc(N)nc(CN(C)C3CCCCC3)n2)cc1	i	28	1.5	79	-2%	-2%	3	-10	-6%	0.4%	-0.2%	-6%
CCCNc1nc2c(c(=O)n(C)c(=O)n2C)n1CCC(C)C	i	-5	2.1	53	2%	6%	3	-11	2%	-1.1%	0.8%	-8%
COc1ccccc1CNC(=O)c1ccc(OCc2c(C)noc2C)c(OC)c1	i	1	1.5	62	16%	1%	6	-10	-1%	0.3%	1.0%	1%
CCOC(=O)c1cc(-c2ccco2)nc2c1c(C)nn2-c1ccccc1	i	12	5.5	103	?	8%	2	27	11%	3.4%	2.0%	-7%
C=Cc1ccc(CSc2cc(C)nc3nc(C)nn23)cc1	·	·	-0.8	45	22%	-3%	·	·	-5%	0.7%	2.5%[50 µM]	-23%
O=C(Nc1cccc(Cl)c1)Nc1ccc(Br)cc1F	i	1	17	72	5%	-3%	27	1	1%	8.0%	1.4%[50 µM]	-5%
COc1ccc(OC)c(NC(=O)CCCN2C(=O)C3C4C=CC(C4)C3C2=O)c1 (centres undefined)	i	-3	-3.7	38	0%	7%	4	-4	-7%	2.4%	0.9%	-9%
Cc1ccc(S(=O)(=O)N2CCC(C(=O)NC3CCCCC3C)CC2)cc1 (centres undefined)	·	·	1.0	53	6%	-8%	·	·	-13%	1.6%	0.1%	0%
Cc1ccccc1OCC1Cc2c(nc(N)c(C#N)c2N)O1 (centres undefined)	i	20	-0.2	50	12%	-4%	-1	-18	-3%	1.6%	-0.3%	-2%
CC(C)C(C(=O)Nc1cccnc1)N1C(=O)c2ccccc2C1=O (centres undefined)	i	7	0.6	52	-7%	17%	19	3	-6%	-0.3%	0.0%	-1%
Cc1ccc(OCC(=O)Nc2ccc(NC(=O)c3ccccc3)c(C)c2)cc1	·	·	4.8	68	6%	2%	·	·	-4%	1.0%	1.0%[50 µM]	-1%
Cn1c2ccccc2c2cnn(CC(=O)NCCCN3CCN(c4ccccc4F)CC3)c(=O)c21	·	·	0.0	72	5%	-14%	·	·	-11%	2.9%	0.2%	-6%
CCCNS(=O)(=O)c1ccc(OCC(=O)NCc2ccco2)cc1	i	0	-0.9	84	1%	-3%	-24	-7	3%	0.2%	0.2%	-7%
COc1ccc(OC)c(C2C(C#N)=C(N)N(N(C)C)C3=C2C(=O)CC(C)(C)C3)c1 (centres undefined)	·	·	1.5	67	7%	-9%	·	·	0%	1.7%	-0.1%	-5%
CCOC(=O)CCC(=O)Nc1ccc([N+](=O)[O-])cc1C	i	-10	-1.0	79	4%	3%	-22	-11	8%	-2.1%	·	·
O=S1(=O)CCC(NC(=S)N2CCOCC2)C1 (centres undefined)	i	3	0.5	40	-12%	1%	-15	3	-14%	1.1%	4.2%	-2%
Cc1cccc(NC(=O)Cn2nnc(C(=O)NCc3ccco3)c2N)c1	i	-12	1.2	79	-3%	-12%	-4	-2	-2%	1.0%	0.4%	-4%

For reference, 5 of the compounds above:
SMILES	Autophagy mod	Autophagy mod cell loss 18 h	NTR1 ag	NTR1 ag cell count 20 µM	AID2073	GPR35 antagonists	WT yeast gro inh	WT yeast gro inh mutant strain	LYP phosphatase	RSV CPE inhibition	UTI89 phage lysis	NS5 inhibitors	others
CCCNS(=O)(=O)c1ccc(OCC(=O)NCc2ccco2)cc1	i	0	-0.9	84	1%	-3%	-24	-7	3%	0.2%	0.2%	-7%
COc1ccc(OC)c(C2C(C#N)=C(N)N(N(C)C)C3=C2C(=O)CC(C)(C)C3)c1 (centres undefined)	·	·	1.5	67	7%	-9%	·	·	0%	1.7%	-0.1%	-5%
CCOC(=O)CCC(=O)Nc1ccc([N+](=O)[O-])cc1C	i	-10	-1.0	79	4%	3%	-22	-11	8%	-2.1%	·	·
O=S1(=O)CCC(NC(=S)N2CCOCC2)C1 (centres undefined)	i	3	0.5	40	-12%	1%	-15	3	-14%	1.1%	4.2%	-2%
Cc1cccc(NC(=O)Cn2nnc(C(=O)NCc3ccco3)c2N)c1	i	-12	1.2	79	-3%	-12%	-4	-2	-2%	1.0%	0.4%	-4%

The list goes on.
SMILES	Autophagy mod	Autophagy mod cell loss 18 h	NTR1 ag	NTR1 ag cell count 20 µM	AID2073	GPR35 antagonists	WT yeast gro inh	WT yeast gro inh mutant strain	LYP phosphatase	RSV CPE inhibition	UTI89 phage lysis	NS5 inhibitors	others
COc1ccc(-c2csc(/N=C/N(C)C)n2)cc1OC	i	-9	-0.6	89	-14%	6%	20	11	0%	0.4%	-1.2%	-1%
O=[N+]([O-])c1ccc2nc(-c3ccccc3[N+](=O)[O-])[nH]c2c1	i	-8	3.8	94	-7%	-4%	6	5	1%	-0.1%	-0.1%	-1%
CC(C)(C)OC(=O)CN1c2cccc3cccc(c23)S1(=O)=O	·	·	1.3	80	16%	-6%	·	·	-7%	4.2%	-0.1%	2%
O=C(Nc1ccc(F)cc1)c1ccccc1S(=O)(=O)c1ccccc1[N+](=O)[O-]	i	-23	-1.3	65	2%	-7%	21	8	-7%	0.5%	7.0%	-3%
COc1ccc(/C=C2\SC(=S)N(CCC(=O)NCCc3ccc(O)cc3)C2=O)cc1	·	·	1.2	58	26%	5%	·	·	-8%	-2.4%	-0.1%	-2%
CC(=O)N1CCc2cc(Br)cc(S(=O)(=O)NCCCN(C)Cc3ccccc3)c21	·	·	0.5	44	-9%	10%	·	·	-10%	-0.2%	0.2%	-1%
Cn1c(C(=O)NCc2cccs2)cc2c(=O)n(C)c3ccccc3c21	i	4	8.3	45	3%	0%	-4	-3	2%	0.9%	4.3%	-1%
C/C(=N\NC(=S)NC(C)C)c1ccc(C(C)(C)C)cc1	i	12	16	56	0%	-2%	70*	59*	2%	11%	-0.3%	2%
CCOC(=O)N1CCN(Cc2cn[nH]c2-c2cc3ccccc3o2)CC1	i	-6	-1.3	68	16%	27%	-14	-8	-5%	0.9%	-0.1%	-10%
O=C(NCc1ccco1)c1cc2n(n1)C(C(F)(F)F)CC(c1ccc(Br)cc1)N2 (centres undefined)	i	-24	0.8	66	-2%	6%	-6	-33	-5%	3.4%	0.3%	1%
CC(C)CC(=O)NC(=S)Nc1sc2c(c1C(N)=O)CCC2	i	-4	2.7	37	17%	-2%	12	5	-5%	-1.1%	0.6%	2%
COc1ccc(-c2cc3ncnc(Cl)c3s2)cc1	·	·	5.1	40	7%	9%	·	·	-24%	10%	-0.1%	-3%
CC(=O)C1=C(c2ccccc2)OC(N)=C(C#N)C1c1ccccc1C (centres undefined)	i	-7	2.6	51	-4%	26%	-3	1	0%	1.0%	2.2%	1%
CC(=O)N1c2c(cc(Br)cc2S(=O)(=O)N2CCN(c3ccccn3)CC2)CC1C (centres undefined)	i	-5	-1.8	93	2%	3%	5	-4	-2%	14%	0.2%	-5%
CCOc1ccc(N/C=C/C(=O)c2ccc3ccccc3c2)c([N+](=O)[O-])c1	i	-28	-1.9	49	5%	16%	-2	-2	0%	4.8%	i	6%
Cc1ccc(S(=O)(=O)NC(=O)Nc2cc(C)no2)cc1	·	·	1.1	84	13%	-14%	·	·	-8%	5.3%	0.1%	-7%
Brc1ccc(Sc2cnc3ccccc3n2)cc1	i	-15	2.9	42	?	-6%	35	36	-5%	·	-0.2%	-4%
COc1ccc(/C=C/C(=O)NCCOc2ccc(C)cc2)cc1	i	1	0.0	44	-1%	-5%	0	-17	5%	2.3%	3.8%	-8%
CCOc1ccc(NC(=O)CN(C)C(=O)c2c(-c3c(F)cccc3Cl)noc2C)cc1OCC	·	·	-0.1	56	·	·	·	·	·	0.0%	0.4%[50 µM]	-5%
O=C(C1CCN(S(=O)(=O)c2cccnc2)CC1)N1CCN(c2ccccc2Cl)CC1	i	4	-0.4	53	-2%	-9%	11	38	-7%	2.1%	0.2%	0%
COc1cc(-c2nn3c(-c4ccccn4)nnc3s2)cc(OC)c1OC	i	32	·	·	9%	-4%	0	0	-11%	·	·	·
CC1Cc2cc(/C(O)=C3/C(=O)C(=O)N(CCCn4ccnc4)C3c3cccnc3)ccc2O1 (centres undefined)	i	-36	0.0	78	36%	8%	-5	-11	2%	0.2%	0.8%	-6%	NS5 inhibitors pilot replicate=-0.3
CC1Cc2cc(S(=O)(=O)N3CCN(c4ccc(Cl)cc4)CC3)ccc2N1C(=O)C1CC1 (centres undefined)	·	·	3.6	66	10%	2%	·	·	6%	3.7%	0.3%	-3%
O=C(c1ccccc1N1CCOCC1)N1CCCC(Nc2ccc(F)cc2)C1 (centres undefined)	·	·	-0.2	54	4%	53%	·	·	-13%	0.7%	-0.1%	-4%
O=C(c1ccc(C(F)(F)F)cc1)N1CCC(=O)N(C(COCc2ccc(Cl)cc2)Cc2ccccc2)CC1 (centres undefined)	i	17	14	99	10%	-5%	58	-10	9%	-3.5%	1.3%	-8%
O=C(C1CCCC1)N1CCC(CC2CC(c3ccc(Cl)cc3)=NO2)(C(=O)NCC2CCCCC2)CC1 (centres undefined)	·	·	6.2	88	-3%	-7%	·	·	-12%	0.5%	0.4%	-5%
COc1ccc(CCN(C)CC(O)COc2c(C)ccc(C)c2C)cc1OC (centres undefined)	·	·	-1.2	89	10%	7%	·	·	-8%	-0.7%	0.1%	-3%
COc1ccc(C23NCCN2C(=O)c2ccccc23)cc1 (centres undefined)	·	·	0.6	85	10%	13%	·	·	-11%	-1.3%	0.0%	-5%
CC(=O)c1ccc(OCc2cc(C(=O)NC3CCCCC3)no2)cc1	·	·	3.1	56	5%	6%	·	·	-5%	1.2%	0.1%	1%
O=C(O)C1C2C=CC(C2)C1C(=O)Nc1cccc(C(=O)N2CCCCC2)c1 (centres undefined)	i	-1	3.1	59	1%	6%	-8	-20	-3%	0.1%	4.7%	-3%
